High-throughput results (PubChem)
TrxR1 substrate – substrates of rat thioredoxin reductase 1. AID 588456. 0.01% of 390,000 active. O89049. Potency, µM (top dose mostly 114 µM), for inactives: at the highest dose activity change, negative = substrate turnover. purified TrxR1 substrate turnover, NADPH consumption readout; also: potency is read from the fitted curve at half-maximal effect; % is scaled to controls: 0 for no effect and ±100 for the full control effect; nearly all actives have a fitted effect of over 50% in size
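Rat TrxR1, dispensed at 90 nM, was prereduced with 400 uM NADPH (final) for 5 min at ~22 deg C, then incubated with compound 15 min before 400 uM selenite. A first-read NADPH fluorescence drop versus no-compound background flagged substrates.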
Vif-A3G inh – blocks the Vif interaction with human APOBEC3G. HeLa A3G-eYFP + Vif (tagged APOBEC3G with the HIV-1 protein that degrades it), YFP fluorescence, overnight. Potency, µM (doses to about 46.1 µM), for inactives: at the highest dose activity, negative = active, actives largely listed as inhibitors. 0.076% of 410,000 active. AID 602310;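 also: potency is read from the fitted curve at half-maximal effect; % is scaled to controls: 0 for no effect and ±100 for the full control effect; nearly all actives have a fitted effect of over 60% in size; hits raise eYFP signal because A3G escapes Vif-driven loss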
Target sequence (Q9HC16 whole entry, looked up): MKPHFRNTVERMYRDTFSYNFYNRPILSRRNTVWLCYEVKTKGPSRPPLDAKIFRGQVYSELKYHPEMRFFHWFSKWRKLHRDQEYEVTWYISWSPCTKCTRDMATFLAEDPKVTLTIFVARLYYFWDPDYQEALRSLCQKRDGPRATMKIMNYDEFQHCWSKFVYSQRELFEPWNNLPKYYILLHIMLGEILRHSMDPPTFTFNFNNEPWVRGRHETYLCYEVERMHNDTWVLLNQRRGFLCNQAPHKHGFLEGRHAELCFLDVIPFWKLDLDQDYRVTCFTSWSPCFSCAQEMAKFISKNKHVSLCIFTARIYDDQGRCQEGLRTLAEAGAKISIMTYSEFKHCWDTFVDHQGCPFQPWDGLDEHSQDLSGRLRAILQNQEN
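Read-out is eYFP fluorescence (Ex 488/Em 500-530) from Vif-expressing HeLa A3G-eYFP cells; more signal means A3G escaped Vif-mediated degradation. Cells plated overnight, compound pinned in, incubated overnight at 37 deg C.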
RGS4 inh – inhibitors of human regulator of G protein signaling 4; P49798; Transcreener GDP fluorescence polarization, RGS4-accelerated GTP hydrolysis; Potency, µM (highest dose often 114 µM), without a hit: at the highest dose activity change, negative = inhibition, hits mostly inhibitors; 0.039% of 390,000 active; AID 504845; also: potency is read from the fitted curve at half-maximal effect; % is scaled to controls: 0 for no effect and ±100 for the full control effect; nearly all actives have a fitted effect of over 75% in size; some results filed as inactive show a strong effect at the top dose
Target sequence (P49798 whole entry, looked up): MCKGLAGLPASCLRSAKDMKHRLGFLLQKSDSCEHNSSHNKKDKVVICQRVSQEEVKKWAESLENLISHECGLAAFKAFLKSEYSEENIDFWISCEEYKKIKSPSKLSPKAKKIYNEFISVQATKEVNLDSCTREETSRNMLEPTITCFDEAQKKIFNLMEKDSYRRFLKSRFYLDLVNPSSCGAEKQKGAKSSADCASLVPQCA
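MLSMR compounds (23 nl, pin-transferred) preincubated 10 min at room temperature with a 500nM (2x) first reagent, then RGS4 at 900nM (2x) plus Transcreener GDP mix added; fluorescence polarization (620/688 nm) read before and after 90 min at 30 °C.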
GRP78 ERSR act – ER stress response induction in glioma | U87-MG GRP78 promoter luciferase reporter, 16 h | Potency, µM, for the others: top-dose activation, most hits filed as activators | 0.02% of 420,000 active; also: potency is read from the fitted curve at half-maximal effect; series mostly up to about 76 µM; % of control where 0% means no effect; nearly all actives have a fitted effect of over 35% in size
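ERSR induction read as luciferase luminescence (Bright-Glo, 10 min at room temperature) in stably transfected human U87-MG glioma cells exposed to compounds for 16 h, using GRP78 as sensor.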
Vif-APOBEC3F blk – inhibitors of Vif-A3F interaction; HeLa A3F-eYFP + Vif (tagged APOBEC3F with the HIV-1 protein that degrades it), YFP fluorescence increase; Potency, µM (doses to about 46.1 µM), inactives show at the highest dose activity, negative = active; 0.2% of 390,000 active; AID 602313; also: potency is read from the fitted curve at half-maximal effect; % of control where 0% means no effect; nearly all actives have a fitted effect of over 65% in size
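HeLa cells stably expressing Vif plus C-terminally eYFP-tagged A3F were seeded, incubated overnight at 37 deg C, dosed with compound, incubated overnight again at 37 deg C. Yellow fluorescence (Ex 488/Em 500-530) reported blocked Vif-mediated A3F-eYFP degradation.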
rTrxR1 inhibitor – rat TrxR1 inhibition; O89049; recombinant rTrxR1, NADPH fluorescence consumption, selenite substrate; Potency, µM (series often up to 114 µM), inactives show top-dose activity change, negative = inhibition, actives largely listed as inhibitors; 1% of 390,000 active; AID 588453; also: potency is read from the fitted curve at half-maximal effect; % is scaled to controls: 0 for no effect and ±100 for the full control effect; nearly all actives have a fitted effect of over 65% in size
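Rat TrxR1 (90 nM in the dispensed reagent) was pre-reduced with 400 uM NADPH for 5 min at room temperature, then incubated with compound for 15 min. After 400 uM selenite was added, NADPH fluorescence (Ex 340/Em 450 nm) was followed for 8 min.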
USP1-UAF1 inh – inhibitors of human USP1/UAF1 deubiquitinase; 0.23% of 390,000 active; Potency, µM (doses to about 57.1 µM), for the others: at the top dose activity change, negative = inhibition, hits mostly inhibitors; recombinant USP1/UAF1, Ub-Rhodamine cleavage fluorescence; O94782; also: potency is read from the fitted curve at half-maximal effect; % is scaled to controls: 0 for no effect and ±100 for the full control effect; nearly all actives have a fitted effect of over 60% in size; inactives centre near -12
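Step one: compound is pinned into 1nM USP1/UAF1 in HEPES pH 7.8 buffer with TCEP. Step two: 15 min room-temperature incubation. Step three: Ub-Rho (150nM final) starts cleavage, tracked by fluorescence over six one-minute reads.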
LDHA block – LDHA (human) enzyme inhibition. P00338. purified LDHA, NADH/diaphorase-resazurin fluorescence; hits give low values. activity change, % (values are at about 110 or 230 µM). 0.15% of 480,000 active; in the data active = activity change below about -30%; inconclusive = mostly about -25% to -30%;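 also: plate controls were DMSO wells for no effect and wells without enzyme for full effect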
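Human LDH5 (2 nM) was incubated with 0.06 mM NADH and 0.2 mM pyruvate for 5 min at room temperature in Tris pH 7.4. Remaining NADH was coupled through diaphorase/resazurin, and resorufin fluorescence was read at 0 and 20 min.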
mIDH1 inhibitor – inhibitors of human mutant IDH1 R132H; 0.093% of 390,000 active; Potency, µM (series often up to 76.6 µM), inactives show at the top dose activity change, negative = inhibition, hits mostly inhibitors; O75874; IDH1-R132H enzyme, NADPH consumption, diaphorase/resazurin fluorescence; also: potency is read from the fitted curve at half-maximal effect; % is scaled to controls: 0 for no effect and ±100 for the full control effect; nearly all actives have a fitted effect of over 65% in size
Target sequence (O75874 whole entry R132H, stated change not applied): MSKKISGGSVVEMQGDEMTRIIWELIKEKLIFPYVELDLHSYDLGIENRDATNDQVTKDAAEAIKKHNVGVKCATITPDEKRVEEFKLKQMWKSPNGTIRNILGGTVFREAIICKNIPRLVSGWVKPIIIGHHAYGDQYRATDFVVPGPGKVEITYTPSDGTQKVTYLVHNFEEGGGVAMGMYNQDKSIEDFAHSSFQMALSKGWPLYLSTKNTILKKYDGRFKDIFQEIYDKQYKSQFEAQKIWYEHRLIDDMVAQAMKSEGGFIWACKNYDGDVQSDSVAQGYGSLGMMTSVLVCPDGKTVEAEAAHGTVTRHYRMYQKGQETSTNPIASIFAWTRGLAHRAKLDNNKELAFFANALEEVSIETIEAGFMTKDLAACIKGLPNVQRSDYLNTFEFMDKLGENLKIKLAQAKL
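IDH1-R132H (0.5 ug/mL) preincubated 30 min with compound, then NADPH (0.016 mM) and alpha-KG (2 mM) added; 80 min at RT, pH 7.5. Remaining NADPH coupled via diaphorase/resazurin to fluorescence (540/590 nm); concentration-response curves normalized to no-enzyme control.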
* marks the source's active call; other numbers are inactive results; ? = inconclusive; · = not tested or not shown; & = joins results of further samples; [ ] = remark or other dose. Unless noted, calls follow the shape of the dose curve; as a rule, active = well fitted curve in the direction sought with a large enough effect; inconclusive = small, poorly fitted or top-dose-only effect, or another doubt; inactive = no such curve, though single readings can be large; an effect the other way counts as inactive or inconclusive.

Values run as follows: GRP78 ERSR act	LDHA block	rTrxR1 inhibitor	mIDH1 inhibitor	RGS4 inh	Vif-APOBEC3F blk	USP1-UAF1 inh	TrxR1 substrate	Vif-A3G inh
(1) NNC(=O)CNC(c1ccccc1)c1cc(Br)ccc1NC(=O)c1cccc(Cl)c1 (stereo not given)
→ 5%	-2	-22%[11.4 µM]	?	-19%	-25%	-22%	-5%[11.4 µM]	0%
(2) COc1cccc(-c2nn3c(-c4cc(C)[nH]n4)nnc3s2)c1
→ 1%&-1%	1&-1	3%[57.1 µM]	8%	-23%&-16%	-2%	1%	-1%[57.1 µM]	-2%&1%
(3) Cc1cc(C)c(COCc2cc(/C=N/O)c(C)cc2C)cc1/C=N/O
→ -3%	3	28%	6%	9%	-10%	-5%	3%	0%
(4) CCCNS(=O)(=O)c1cc(-c2nnc3c4ccccc4c(C)nn23)ccc1OC
→ -4%	-1	41%[activator]	12%	-5%	1%	-38%	41%[activator]	-6%
(5) CCC(C)(C)C(=O)Nc1ncc(S(=O)(=O)c2ccc([N+](=O)[O-])cc2)s1
→ -3%	2	33%[activator]	7%	12%	·	-7%	14%	-3%
(6) CCOc1ccc(S(=O)(=O)Nc2cccc(C(=O)NCCCN3CCCC3=O)c2)cc1
→ -2%	-1	17%	-3%	-16%	3%	-8%	0%	0%
(7) CN(Cc1ccccc1)C(=O)CCS(=O)(=O)c1cc(Br)cc2c1N(C(=O)C1CC1)CC2
→ -1%	-6	-1%	-12%	-11%	-5%	-18%	-6%	4%
(8) CCN(C(=O)c1cc2c(=O)oc3ccccc3c2s1)c1cccc(C(F)(F)F)c1
→ 2%	0	1%	-10%	27%	-1%	-4%	9%[2.29 µM]	1%
(9) CCN1C(C(=O)c2ccccc2)=C(Nc2ccccc2C)c2ccccc2S1(=O)=O
→ -4%	-4	-12%	4%	21%	0%	-6%	-13%	-5%
(10) Fc1ccccc1N1CCN(Cc2cccnc2)CC1
→ -6%	-13	23%[57.1 µM]	7%	-12%	-7%	-13%	3%[57.1 µM]	1%
(11) O=C1CCC(C(=O)N2CCc3ccccc3C2)CN1CCCN1CCOCC1 (stereo not given)
→ -1%	2	0%	4%	-25%	12%	-17%	-4%	3%
(12) O=C1c2oc3ccc(Cl)cc3c(=O)c2C(c2cccc(Br)c2)N1CCO (stereo not given)
→ -4%	-4	0%	-1%	-25%	0%	-5%	8%[57.1 µM]	-3%
(13) COc1ccccc1-n1nc(C)c(-c2ccccc2)c1N
→ -4%	-6	3%	-6%	-1%	-2%	-24%	-3%	-1%
(14) CCC1Oc2ccccc2N(CC(=O)NCc2ccccc2)C1=O (stereo not given)
→ 8%	-1	-6%[57.1 µM]	-7%	16%	2%	-14%	-3%[57.1 µM]	-5%
(15) COc1cc(OC)c2c(c1)OC(c1ccc(OC)c(OC)c1)C(O)C2=O (stereo not given)
→ -3%	-3	9%[57.1 µM]	-9%	0%	-3%	-7%	9%[57.1 µM]	0%
(16) O=c1c2ccccc2c(C=Nc2ccccc2O)c(O)n1-c1nccs1
→ -4%	-2	18%	-4%	-3%	?	?	4%	9%
(17) C/C(=N\NC(=O)C(O)(c1ccccc1)c1ccccc1)c1ccc(C)o1
→ -1%	-4	13%	-2%	-3%	6%	-29%	0%	-2%
(18) COc1ccc(C2N(C(C)=O)CCN2S(=O)(=O)c2ccc(C)cc2)cc1 (stereo not given)
→ -2%	-12	-9%	4%	21%	5%	-3%	-10%	0%
(19) C/C(CC(=O)Nc1cccc(F)c1)=N\NC(=O)C(=O)NC1CCCCC1
→ -5%	-2	-13%	-8%	21%	0%	-15%	2%	0%
(20) COc1cc(CNc2ccc(N3CCOCC3)cc2)cc(Br)c1OC
→ -2%	-4	14%	8%	-31%	-10%	-15%	1%	-2%
(21) CC(C)OCCCn1c(NN)nc2ccccc2c1=O
→ 5%	4	42%[57.1 µM]	8%	-6%	-3%	-10%	-1%[57.1 µM]	-9%
(22) Nc1nonc1OCCOCCOCCOc1nonc1N
→ 0%	-2	1%[57.1 µM]	7%	-32%	17%	-23%	3%[57.1 µM]	-3%
(23) Cc1ccc(NC(=O)Cn2nc(C(F)(F)F)c3c2CCCC3)cc1
→ -5%	-3	-8%	-5%	13%	2%	-6%	-12%	4%
(24) COc1ccc(C(=O)CCC(=O)Nc2ccc(N3CCCCC3)cc2)cc1OC
→ -2%	6	-7%	12%	-31%	9%	-4%	2%	-2%
(25) COc1ccc(S(=O)(=O)Nc2ccccc2C(=O)NC(C)(C)C)cc1OC
→ -7%	-2	13%	9%	12%	0%	-6%	11%	-1%
(26) O=C(C[n+]1cc(-c2ccc(F)cc2)n2c1CCC2)Nc1nc(-c2ccc(F)cc2)cs1
→ -3%	-5	16%[57.1 µM]	11%	-9%	2%	-18%	10%[57.1 µM]	1%
(27) Cc1cc(C)cc(N(C(=O)c2csnn2)C(C(=O)NC(C)(C)C)c2cccs2)c1 (stereo not given)
→ -1%	-7	22%	-9%	15%	-5%	-11%	9%	-1%
(28) CN(C(=O)COC(=O)c1ccc(Br)o1)c1c(N)n(Cc2ccccc2)c(=O)[nH]c1=O
→ -2%	-1	-1%	2%	-1%	9%	-8%	-3%[57.1 µM]	-6%
(29) NNc1nc(N)c2c(n1)-c1ccccc1CC21CCCC1
→ -5%	-5	?	3%	-16%	-1%	?	18%	-1%
(30) COCCN(C/C=C/c1ccccc1)C/C=C/c1ccccc1
→ -4%	-9	12%[57.1 µM]	7%	11%	-20%	-18%	-4%	-1%

8 structures already listed, ordered by SMILES length, highest first.
Values run as follows: GRP78 ERSR act	LDHA block	rTrxR1 inhibitor	mIDH1 inhibitor	RGS4 inh	Vif-APOBEC3F blk	USP1-UAF1 inh	TrxR1 substrate	Vif-A3G inh
(28) CN(C(=O)COC(=O)c1ccc(Br)o1)c1c(N)n(Cc2ccccc2)c(=O)[nH]c1=O
→ -2%	-1	-1%	2%	-1%	9%	-8%	-3%[57.1 µM]	-6%
(26) O=C(C[n+]1cc(-c2ccc(F)cc2)n2c1CCC2)Nc1nc(-c2ccc(F)cc2)cs1
→ -3%	-5	16%[57.1 µM]	11%	-9%	2%	-18%	10%[57.1 µM]	1%
(27) Cc1cc(C)cc(N(C(=O)c2csnn2)C(C(=O)NC(C)(C)C)c2cccs2)c1 (stereo not given)
→ -1%	-7	22%	-9%	15%	-5%	-11%	9%	-1%
(25) COc1ccc(S(=O)(=O)Nc2ccccc2C(=O)NC(C)(C)C)cc1OC
→ -7%	-2	13%	9%	12%	0%	-6%	11%	-1%
(23) Cc1ccc(NC(=O)Cn2nc(C(F)(F)F)c3c2CCCC3)cc1
→ -5%	-3	-8%	-5%	13%	2%	-6%	-12%	4%
(29) NNc1nc(N)c2c(n1)-c1ccccc1CC21CCCC1
→ -5%	-5	?	3%	-16%	-1%	?	18%	-1%
(21) CC(C)OCCCn1c(NN)nc2ccccc2c1=O
→ 5%	4	42%[57.1 µM]	8%	-6%	-3%	-10%	-1%[57.1 µM]	-9%
(22) Nc1nonc1OCCOCCOCCOc1nonc1N
→ 0%	-2	1%[57.1 µM]	7%	-32%	17%	-23%	3%[57.1 µM]	-3%

Later entries.
Values run as follows: GRP78 ERSR act	LDHA block	rTrxR1 inhibitor	mIDH1 inhibitor	RGS4 inh	Vif-APOBEC3F blk	USP1-UAF1 inh	TrxR1 substrate	Vif-A3G inh
(31) Cc1nn(Cc2ccc(Cl)cc2)c(C)c1NC(=O)C(c1ccccc1)c1ccccc1
→ -1%	-1	4%	-1%	-25%	6%	-7%	-5%	7%
(32) Nc1cc(OC(=O)c2ccc(F)cc2)nn1S(=O)(=O)c1ccc(F)cc1
→ -3%	-6	-37%	4%	-36%	-4%	-12%	4%[0.0914 µM]	0%
(33) CCN1C(=O)/C(=C/c2ccc(OCc3ccc(C(=O)O)cc3)c(Cl)c2)NC1=S
→ 0%	-6	-10%[57.1 µM]	-6%	-37%	-6%	-27%	-1%[57.1 µM]	3%
(34) O=[N+]([O-])c1ccccc1NCc1ccc(Cl)cc1
→ 0%	1	11%	2%	-13%	-3%	-15%	4%	1%
(35) O=C1OCc2ccc(NS(=O)(=O)c3ccc(C(F)(F)F)cc3)cc21
→ -4%	-7	3%	11%	14%	7%	-2%	-1%	2%
(36) CC(C)CC(=O)OCc1cn(-c2ccccc2)nn1
→ 1%	2	-6%	3%	2%	-9%	-10%	-3%	-1%
(37) O=C(Nc1ccc(O)cc1)c1ccc(NC(=O)C2CCCO2)cc1 (stereo not given)
→ 1%	2	33%	0%	-16%	?	-16%	9%	-1%
(38) COc1ccc(-c2nc3c4ccccc4n(CC(=O)N4CCN(c5ccccc5F)CC4)c(=O)n3n2)cc1
→ -2%	-6	16%[57.1 µM]	-1%	38%	-7%	-22%	-1%[57.1 µM]	-2%
(39) CCc1nn2c(=O)cc(COC(=O)c3cccs3)nc2s1
→ -5%	-14	18%[57.1 µM]	3%	-11%	2%	-11%	1%[57.1 µM]	6%
(40) CCCCOc1cccc(C(=O)NC(=S)Nc2cccc(NC(=O)c3ccccc3Cl)c2)c1
→ 1%	-2	-27%	4%	-24%	0%	-20%	-6%	0%

Only part of the results is shown; count on the stated rates, not on these rows.
